# TbREL1 inh – TbREL1 inhibition, primary screen; actives 0.49% (n = 89,000); TbREL1 RNA ligation, FRET fluorescence; inhibition, % at 9.66 µM;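 active means inhibition above the mean inhibition across all screened compounds plus 3 SD, cut at about 11% in these data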;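 further: 0% = plate median of test wells and 100% = NSC42067 control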
# Target sequence (P86926 whole entry, looked up): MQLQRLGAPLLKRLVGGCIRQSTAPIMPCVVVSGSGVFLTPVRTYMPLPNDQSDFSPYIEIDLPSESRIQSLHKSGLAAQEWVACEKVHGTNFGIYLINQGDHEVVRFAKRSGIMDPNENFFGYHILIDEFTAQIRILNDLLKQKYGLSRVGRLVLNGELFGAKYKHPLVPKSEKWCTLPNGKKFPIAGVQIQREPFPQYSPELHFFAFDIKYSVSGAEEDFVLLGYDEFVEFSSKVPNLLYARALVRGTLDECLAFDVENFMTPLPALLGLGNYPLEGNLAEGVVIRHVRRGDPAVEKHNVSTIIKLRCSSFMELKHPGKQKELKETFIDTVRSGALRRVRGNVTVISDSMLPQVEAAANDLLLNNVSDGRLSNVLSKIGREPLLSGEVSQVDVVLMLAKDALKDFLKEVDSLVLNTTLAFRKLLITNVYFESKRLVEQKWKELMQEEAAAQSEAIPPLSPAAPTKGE
# An asterisk follows results filed as active. These rows are one share of the data. The share of hits here may be higher or lower than overall.
SMILES,TbREL1 inh
CCOC(=O)c1sc(NC(=O)CCc2ccc(OC)cc2)nc1C,-0.1
Cc1cnc(C(=O)Nc2nnc(SCc3c(Cl)cccc3Cl)s2)cn1,1.6
C[C@H](CO)N1C[C@H](C)[C@H](CN(C)S(=O)(=O)c2ccc(F)cc2)Oc2ncc(Br)cc2C1=O,2.3
COc1ccc(OC)c(NC(=O)c2ccccc2N(Cc2ccccc2)C(=O)C(C)Cl)c1 (stereo not given),-0.8
Cc1nc2c(C#N)cnn2c2c1CCN2CC1CCCO1 (stereo not given),1.8
Cc1ccc(Nc2nc(NCc3ccccc3)nc3ccsc23)c(C)c1,5.5
CCCCN(CCCC)S(=O)(=O)c1ccc(NC(=O)c2ccc([N+](=O)[O-])cc2Cl)cc1,5.7
CCN1C(=O)[C@H]2[C@@H](c3ccc(C)cc3)N3C(=O)N(c4cccc(Cl)c4)C(=O)[C@@]3(C)[C@H]2C1=O,-0.7
Cc1cnn(-c2nc(-c3cccs3)cc(C(F)(F)F)n2)c1,-1.2
COC(=O)c1cc(N2CCN(C)CC2)nc2ccccc12,1.9
Cc1cc(C)n2nc(C(=O)OCCOc3ccc(Br)cc3)nc2n1,-0.5
CCCn1nnnc1SCC(=O)N1CCOCC1,-0.1
CCCn1cc(S(=O)(=O)c2ccccc2)c(=O)c2cc(CC)ccc21,1.7
COc1ccc(-c2noc(CCC(=O)NCc3ccco3)n2)cc1,5.7
COc1ccc(/C=C/C(=O)Nc2ccc(C(N)=O)cc2)cc1OC,1.3
CC(C)c1ccc(CNCc2ccccc2)cc1,1.9
Cc1c(NC(=O)C2CCCN(S(=O)(=O)c3ccc(Br)s3)C2)c(=O)n(-c2ccccc2)n1C (stereo not given),4.9
CCOc1cc(N2CCOCC2)c(OCC)cc1NC(=O)CN1C(=O)NC2(CCCCC2)C1=O,-5.8
COc1ccc(S(=O)(=O)N2CCC[C@H]2C(=O)NC2=NCCS2)cc1,0.2
CN(CCNC(=O)c1cn(C)c2ccc(S(=O)(=O)N(C)C)cc2c1=O)CCc1ccccc1,0.1
COc1cccc(C(=O)Nn2cnnc2)c1,-2.9
CC(C)(O)C#Cc1ccc(C(=O)N2CCC(C(N)=O)(N3CCCCC3)CC2)o1,-0.2
COc1ccccc1OCCNC(=O)c1ccc2c(c1)OCCO2,1.3
CCC(C)NC(=O)C1CCC(=O)N(c2ccc3c(c2)OCO3)C1c1ccc(OC)cc1 (stereo not given),4.8
NC(=O)c1c(NC(=O)CN2CCOCC2)sc2c1CCC2,2.3
N#Cc1ccc(OCC(O)CS(=O)(=O)c2ccc(F)cc2)cc1 (stereo not given),10.0
CNCc1ccccc1Sc1cccc(O)c1,1.6
CCCCN(C(=O)CSCC(=O)Nc1ccc(C)cc1)c1c(N)n(CCCC)c(=O)[nH]c1=O,-1.4
Cn1cc(/C=C2/SC(=O)N(c3ccccc3)C2=O)c2ccccc21,0.2
CC(C)Cn1nc(NS(=O)(=O)c2ccccc2)c2cc3ccccc3nc21,-2.4
COc1cccc(Cn2cc(COC(=O)N3CCOCC3)nn2)c1,9.1
O=C(Nc1cccc2c1[nH]c1ccccc12)C(F)(F)F,1.3
CCCNS(=O)(=O)c1ccc(OCC(=O)NCCCOC)cc1,1.2
CC(C)=N/N=C1/NC(=O)C(c2ccccc2)S1 (stereo not given),0.4
O=S(=O)(c1ccc2c(c1)nc(COc1ccc(Cl)cc1)n2CC1CCCO1)N1CCOCC1 (stereo not given),4.4
COc1ccc(CCNC(=O)c2ccc(OCc3c(C)noc3C)cc2)cc1OC,1.3
CCOC(=O)CN1C(=O)CCSc2ccc(Cl)cc21,1.3
CS(=O)(=O)N(Cc1ccc(Cl)cc1)c1ccc(C(=O)NCC2CCCO2)cc1 (stereo not given),-2.6
COc1ccccc1CNC(=O)C(=O)NCC1OCCCN1S(=O)(=O)c1ccc(F)cc1C (stereo not given),-3.6
CCS(=O)(=O)n1nc(-c2ccc(Cl)cc2)nc1SC,2.8
COc1cccc(C(=O)Nc2nnc(S(=O)(=O)N3CCOCC3)s2)c1,0.8
C=C[C@]1(C)C=C2C(=O)[C@@]3(O)OC(=O)[C@@]4(CCCC(C)(C)[C@H]34)[C@@]2(O)CC1,6.5
COC(=O)CSc1nnc(C)c(=O)[nH]1,0.3
COc1ccc(CCNC(=O)CSc2nc3ccsc3c(=O)n2Cc2ccccn2)cc1OC,0.3
CN1CCN(C(=O)C2=C[C@H](c3coc4ccccc4c3=O)C[C@H](OCc3ccc(CO)cc3)O2)CC1,-0.4
CC1NS(=O)(=O)c2cc([N+](=O)[O-])ccc21 (stereo not given),1.6
Cn1c(NCc2cccnc2)nc2c1c(=O)n(Cc1ccccc1F)c(=O)n2C,-3.5
Cc1cc(C)cc(-n2ncc3c2CCCC3NC(=O)c2cc(C)oc2C)c1 (stereo not given),-5.2

# Brought forward from above: seven entries, then new ones.
SMILES,TbREL1 inh
C=C[C@]1(C)C=C2C(=O)[C@@]3(O)OC(=O)[C@@]4(CCCC(C)(C)[C@H]34)[C@@]2(O)CC1,6.5
COC(=O)CSc1nnc(C)c(=O)[nH]1,0.3
COc1ccc(CCNC(=O)CSc2nc3ccsc3c(=O)n2Cc2ccccn2)cc1OC,0.3
CN1CCN(C(=O)C2=C[C@H](c3coc4ccccc4c3=O)C[C@H](OCc3ccc(CO)cc3)O2)CC1,-0.4
CC1NS(=O)(=O)c2cc([N+](=O)[O-])ccc21 (stereo not given),1.6
Cn1c(NCc2cccnc2)nc2c1c(=O)n(Cc1ccccc1F)c(=O)n2C,-3.5
Cc1cc(C)cc(-n2ncc3c2CCCC3NC(=O)c2cc(C)oc2C)c1 (stereo not given),-5.2
CCCCn1c(N)c(N(CC)C(=O)C2CCC2)c(=O)[nH]c1=O,-1.3
Cc1cc([N+](=O)[O-])ccc1NC(=O)CCC(=O)N1CCCCCC1,-1.8
Cc1onc(-c2c(F)cccc2Cl)c1C(=O)OCC(=O)Nc1c(C)n(C)n(-c2ccccc2)c1=O,1.8
Cc1ccc(S(=O)(=O)NC(C)C(=O)NC2CCCCCC2)cc1 (stereo not given),1.6
Cn1c2c(c(=O)n(C)c1=O)CN(Cc1ccc(F)cc1)CN2,-1.7
C/C(=N\NC(=O)Cc1cccn1C)c1ccc2ccccc2c1,-4.4
O=C(CNS(=O)(=O)c1ccccc1)N1CCN(c2ccccn2)CC1,5.9
CCOc1nc(-c2ccccc2)ccc1-c1noc(COC)n1,-3.0
Cc1nn(C)c(C)c1S(=O)(=O)N1CCC(C(=O)NC2CCCc3ccccc32)CC1 (stereo not given),1.1
COc1cc(C(O)P(=O)(OCCC(C)C)c2ccc(N(C)C)cc2)cc(OC)c1OC (stereo not given),-1.1
CCCN(CCC)Cc1cc2ccccc2c2c1COC2,-0.8
N#CC1=C(SCC(=O)c2ccc(Br)cc2)NC2=C(C(=O)CCC2)C1c1ccco1 (stereo not given),-0.8

# An excerpt from above in order of molar mass, rising:
SMILES,TbREL1 inh
CCOc1nc(-c2ccccc2)ccc1-c1noc(COC)n1,-3.0
O=C(CNS(=O)(=O)c1ccccc1)N1CCN(c2ccccn2)CC1,5.9
N#CC1=C(SCC(=O)c2ccc(Br)cc2)NC2=C(C(=O)CCC2)C1c1ccco1 (stereo not given),-0.8

# Following part.
SMILES,TbREL1 inh
CCCCN1C(=O)C(CC(=O)NC2CCCCC2)CC(C(=O)N2CCOCC2)=C1C (stereo not given),1.9
CN1CCC(=NNC(=O)c2cc(-c3ccc(Cl)cc3)n[nH]2)CC1,1.8
Nc1c(N(Cc2ccco2)C(=O)COc2ccccc2F)c(=O)[nH]c(=O)n1Cc1ccccc1,-1.1
Cc1c(/C=N/NC(=O)C(C)(C)Oc2ccc(Cl)cc2)cnn1C,-0.5
CC(c1ccccn1)N(Cc1ccco1)C(=S)Nc1cccc(F)c1 (stereo not given),1.1
Cc1ccnc(NS(=O)(=O)c2ccc(NC(=O)C34CC5CC(CC(C5)C3)C4)cc2)n1,-0.4
Cc1cccc(NC(=O)c2nc[nH]c2C(=O)NCCCCCNC(=O)OC(C)(C)C)c1,-0.5
COc1ccccc1NC(=O)CSc1nnnn1C,5.0
Cc1cccc(C)c1NC(=O)CN(C)C(C)C(=O)Nc1ccccc1-c1ccccc1 (stereo not given),-1.4
Cc1nc2c(c(-c3ccccc3)c1C#N)C(=O)c1ccccc1-2,0.9
COc1ccc(-n2c(Cn3nc(C(F)(F)F)cc3C)n[nH]c2=S)cc1,-3.8
CC(C)OC(=O)CSc1nnc(-c2cnccn2)n1-c1ccccc1,-2.1
CC(C)Cn1c(SCC(=O)N2CCc3ccccc3C2)nc2cc(Cl)ccc2c1=O,0.0
Cc1ccc(SC[C@H](c2ccccc2)N2CCN(CCc3ccccc3)CCC2=O)cc1,-1.4
C/C(=N\NC(=O)c1ccccc1)c1cccc(Br)c1,7.5
COc1cc2cc(C(c3nnnn3C(C)(C)C)N3CCC(C)CC3)c(=O)[nH]c2cc1OC (stereo not given),-1.6
COc1cc(C2=NOC(C(=O)Nc3ccc(C(C)=O)cc3)C2)cc(OC)c1OC (stereo not given),6.8
CC1(C(=O)Nc2ccc(Cl)c(C(F)(F)F)c2)Cc2c(-c3cccc(C(N)=O)c3)ccnc2O1 (stereo not given),0.3
CCN(Cc1ccccc1)C(=O)c1cccc(S(=O)(=O)N2CCN(Cc3ccccc3)CC2)c1,-2.4
O=C(Nc1ccccc1)N1CCCN(Cc2c(F)cccc2Cl)CC1,-2.4
O=C(CN1CCCc2ccccc21)NCc1ccc(Cl)cc1,3.4
CCCNC(=O)CN(C)S(=O)(=O)c1ccc(F)cc1,2.0
CC(=O)N1c2ccc([N+](=O)[O-])cc2NC(=O)CC1C (stereo not given),1.4
Cn1c(NC(=O)c2ccccc2Br)cc(=O)n(C)c1=O,-0.9
CC(=O)Nc1ccc(S(=O)(=O)Nc2c(C)n(C)n(-c3ccccc3)c2=O)cc1,5.1
COc1ccc(C2/C(=C(/O)c3ccccc3)C(=O)C(=O)N2C)cc1 (stereo not given),-0.8
CCc1ccc(NCc2nc(-c3ccccc3)no2)cc1,-1.7
Cc1ccccc1NC(=O)NCCCN1CCCC1=O,2.2
C/C(=N/NC(=O)c1cc(-c2ccc(Cl)s2)[nH]n1)c1ccco1,10.6
CC(C)CNC(=S)NNC(=O)c1ccc(OC(F)F)cc1,0.2
O=C(NCCCN1CCOCC1)c1cccs1,5.0
CN1C(=O)[C@H]2[C@@H](/C=C/c3ccccc3)N3C(=O)CN(CC4CC4)C(=O)[C@@]3(C)[C@H]2C1=O,2.0
COc1ccc(CC(=O)N(Cc2ccccc2)c2ccccc2C(=O)Nc2cc(OC)ccc2OC)cc1,-1.7
C=CCCN(C1CCCC1)S(=O)(=O)c1ccccc1Br,0.3
Cc1ccc(C(=O)NC(=S)N2CCN(C)CC2)cc1Br,-2.7
Cc1ccc2nc(CN(C)C(=O)[C@H](CCc3ccccc3)NC(=O)[C@H]3O[C@@H](n4cnc5c(N)ncnc54)[C@H](O)[C@@H]3O)[nH]c2c1,1.6
CCn1c(=O)n(CC(=O)N2CCN(C(C)=O)CC2)c(=O)c2ccccc21,0.2
O=S(=O)(c1cccc(C(F)(F)F)c1)N1CCC(c2cc(-c3cccc4ccccc34)n[nH]2)CC1,7.4
O=c1[nH]nc(SC2CCCCC2)c(=O)[nH]1,1.7
Clc1ccc(-c2nnc3n2CCCC3)cc1Cl,-1.7
CCC[C@H]1[C@@H](NCc2ccccc2)CC[C@@]23CCCN2C(=O)CCC[C@@H]13,-3.5
O=C(c1cccc(Cl)c1)N1CCC(=O)N(C(CO)Cc2ccccc2)CC1 (stereo not given),-0.1
CCOC(=O)C1=C(COC(=O)Cc2c(F)cccc2Cl)NC(=O)NC1C (stereo not given),-2.6
CC1CCCCC1NC(=O)CSC1=Nc2ccccc2C2CC=NN12 (stereo not given),-0.1
Cn1cc([N+](=O)[O-])c(C(=O)NNC(=O)c2ccc([N+](=O)[O-])cc2)n1,-5.5
Cc1ccc(NC(=O)C2C(c3ccccc3)C=CC(c3ccccc3)C2C(=O)O)cc1 (stereo not given),0.7
Cc1nnc(-c2cnn(-c3ccccc3)c2N)n1Cc1ccc(F)cc1,4.7
COc1ccc2c(CCNC(N)=S)c[nH]c2c1,-3.2
O=C(O)CCc1ccc(S(=O)(=O)NCCc2ccccc2)cc1,1.7
O=C(Nc1ccc(Nc2cccnc2)cc1)c1c[nH]c2ccccc12,-1.6
Cc1cc(C)cc(NC(=O)c2ccc(CSc3nnnn3C)cc2)c1,-1.3
Cc1nnc(SCC(=O)N(C)Cc2ccccc2)[nH]c1=O,0.5
CC(C)Oc1cc2oc(=O)c3c(c2cc1Cl)CCC3,-2.2
Cc1cc(C)c(-n2c(C)cc(/C=C3/NC(=O)NC3=O)c2C)c(C)c1,-0.9
O=C(Nc1cccc(F)c1)c1c(F)c(F)c(F)c(F)c1F,-0.1
Cc1cc([N+](=O)[O-])nn1CCCC(=O)O,4.7
CCCC/C=C1/[C@@H](C(C)C)N(Cc2ccc3c(c2)OCO3)C2=N[C@H](c3ccccc3)CC(=O)N21,-4.4
CCCCNC(=O)c1cc(-c2ccccc2)sc1N,-1.2
CCC[C@H]1[C@@H](N(C)CC2CCCCC2)CC[C@@]23CCCN2C(=O)CCC[C@@H]13,2.8
O=C(CN1C(=O)CNC1=O)Nc1cccc(C(F)(F)F)c1,1.5

# (continued)
SMILES,TbREL1 inh
O=C(OCC(=O)N1CCCc2ccccc21)c1c(F)cccc1F,-2.4
CCC(=NC1CC(C)(C)NC(C)(C)C1)C1=C(O)CC(C)(C)CC1=O,6.7
Cc1cc(C)nc(/N=C(\N)N2CCCCCC2)n1,2.1
Cc1ccc(S(=O)(=O)N2CCN(C(=O)COC(=O)/C=C/c3ccc(OC(F)F)cc3)CC2)cc1,1.4
CC1(C(=O)NS(=O)(=O)c2cccc(Cl)c2)CCN1C(=O)C1(c2ccc(Cl)cc2)CC1 (stereo not given),-0.4
